Screening data: PubChem, National Center for Advancing Translational Sciences (NCATS)
GLP1R cytotox: cytotoxicity counter-screen for GLP-1 receptor inverse agonists. HEK293 cAMP-luciferase reporter cells, luminescence, 24 h. AID 624418. Potency, µM (doses to about 38.3 µM), without a hit: at the top dose activity change, negative = inhibition, actives largely listed as inhibitors. 410,000 tested, 0.13% active;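 further: loss of luciferase light is scored as toxicity; potency means the concentration at half of the fitted maximal effect; on the % scale 0 is the no-effect control and ±100 the full control effect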
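Compound-treated cells are incubated 24 hr at 37 deg C under 5% CO2 after a 12 hour attachment period, then luciferase detection reagent is added and luminescence is measured following 12 min at room temperature; lowered signal indicates toxicity.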
DRD3 agonist: activates the human D3 dopamine receptor. P35462. D3R DiscoveRx beta-arrestin cells, luminescence, 90 min. max activation, %. 410,000 tested, 0.58% active. AID 652048; in the data active means max activation above about 30%; further: 0% is about no effect; mostly tested at two doses, the higher about 12 µM
Target sequence (P35462 whole entry, looked up): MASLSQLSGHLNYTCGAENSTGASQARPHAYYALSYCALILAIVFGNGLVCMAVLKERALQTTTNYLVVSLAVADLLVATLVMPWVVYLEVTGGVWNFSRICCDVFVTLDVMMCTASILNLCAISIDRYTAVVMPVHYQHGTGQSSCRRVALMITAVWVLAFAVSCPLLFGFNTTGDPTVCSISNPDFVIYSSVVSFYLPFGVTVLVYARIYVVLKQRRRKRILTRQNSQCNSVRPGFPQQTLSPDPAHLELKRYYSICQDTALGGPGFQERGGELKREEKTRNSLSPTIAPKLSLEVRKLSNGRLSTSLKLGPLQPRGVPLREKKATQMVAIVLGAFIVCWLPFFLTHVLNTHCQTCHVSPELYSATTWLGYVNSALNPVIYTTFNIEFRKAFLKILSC
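Agonist mode: compounds and dopamine controls were applied to plated cells for 90 min at 37 degrees C after an overnight attachment at 1500 cells/well. Luminescent read-out followed 30 - 60 minutes at room temperature with DiscoveRx detection reagent.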
KB-3-1 cytotox: kills parental KB-3-1 adenocarcinoma cells. Potency, µM (highest dose often 46.1 µM), for the others: at the highest dose activity change, negative = cytotoxic, most hits filed as cytotoxic. KB-3-1 viability, CellTiter-Glo ATP luminescence, 72 h. 400,000 tested, 1.4% active; further: potency means the concentration at half of the fitted maximal effect; on the % scale 0 is the no-effect control and ±100 the full control effect; nearly all actives have a fitted effect of over 60% in size
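KB-3-1 parental drug-naive adenocarcinoma cells in DMEM/10% FBS, incubated 72 h at 37 C with pin-transferred compounds across a concentration series. Viability by CellTiter-Glo luminescence; concentration-response curves fitted after normalization.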
HT1080 IDH1KD tx: kills HT-1080 cells with IDH1 knockdown | Potency, µM (series often up to 46.1 µM), for the others: at the top dose activity, negative = toxicity, actives largely listed as cytotoxic | AID 686971 | 360,000 tested, 2% active | HT-1080 IDH1 knockdown viability, ATP luminescence, 48 h;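 further: potency means the concentration at half of the fitted maximal effect; 0% = DMSO wells and -100% = cell-free medium wells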
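% activity derives from luminescence (CellTiter-Glo), normalised to DMSO and no-cell wells. HT-1080-IDH1KD cells, 750/well, had 48 h compound exposure at 37 °C.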
HT1080NT lethal: kills 2HG-producing HT-1080-NT fibrosarcoma cells | HT-1080-NT fibrosarcoma viability, CellTiter-Glo ATP luminescence, 48 h | Potency, µM (doses to about 46.1 µM), inactives show at the highest dose activity, negative = less viability, most hits filed as cytotoxic | 360,000 tested, 1.6% active;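 further: NT is the 2HG producing partner of a matched IDH1 knockdown line; potency means the concentration at half of the fitted maximal effect; 0% = DMSO-treated cells and -100% = media-only wells without cells; nearly all actives have a fitted effect of over 55% in size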
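HT-1080-NT; 750 cells/well; 5% FBS RPMI; 48 h compound, 37 degrees C; CellTiter-Glo luminescence; curve fitting and curve-class assignment.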
SW480 rerep: induces DNA re-replication in SW480 colon adenocarcinoma cells | Potency, µM (highest dose often 46.1 µM), for the others: at the top dose re-replication activation, hits mostly activators | SW480 DNA re-replication, Hoechst DNA content imaging, 48 h | 340,000 tested, 1.8% active; further: potency means the concentration at half of the fitted maximal effect; % of control where 0% means no effect; nearly all actives have a fitted effect of over 55% in size
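First, 250 cells per well were seeded. Next, compound or vehicle (23 nL) was pinned in, plates sat 48 hr at 37 C. Finally Hoechst was added for 40 min before fluorescence scanning.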
IL1B secr inh: inflammasome signaling inhibition, IL-1 beta readout. AID 743279. activity change, % at 57.5 µM. 360,000 tested, 4.7% active. THP-1 LPS/ATP IL-1B secretion, AlphaLISA, 16 h; stronger effect = lower value; in the data active means activity change below about -50%; inconclusive means mostly about -30% to -49%; further: on the % scale 0 is the no-effect control and ±100 the full control effect
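Secreted IL-1B measured by AlphaLISA bead assay after 16 h compound exposure of THP-1 cells; compounds (final up to 57.5 uM) added 1 h before LPS (250 ng/mL) and ATP (1.25 mM) stimulation; lower signal means less secretion.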
MCF10A rerep: DNA re-replication induction in MCF 10a cells; MCF 10A DNA re-replication, Hoechst nuclear intensity, 48 h; 350,000 tested, 2.9% active; Potency, µM (top dose mostly 46.1 µM), for the others: at the highest dose activity, positive = re-replication, actives largely listed as activators; further: potency means the concentration at half of the fitted maximal effect; % of control where 0% means no effect; nearly all actives have a fitted effect of over 50% in size
KB-V1 MDR tox: kills drug-selected multidrug resistant KB-V1 cells; KB-V1 MDR cells viability, CellTiter-Glo, 72 h; Potency, µM (doses to about 46.1 µM), inactives show at the highest dose activity change, negative = cytotoxicity, actives largely listed as cytotoxic; 400,000 tested, 3.4% active; AID 1347076; further: potency means the concentration at half of the fitted maximal effect; on the % scale 0 is the no-effect control and ±100 the full control effect; nearly all actives have a fitted effect of over 60% in size
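Compound-treated KB-V1 multidrug-resistant cells, 72 h, 37 degrees C; viability by CellTiter-Glo. Fitted qHTS curves give the values.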
* hit, by the source's call; ? = inconclusive; · = no result given; [ ] = remark or other dose. Unless noted, the call rests on the fitted dose curve; in most records, active means well fitted curve in the direction sought with a large enough effect; inconclusive means small, poorly fitted or top-dose-only effect, or another doubt; inactive means no such curve, though single readings can be large; an effect the other way counts as inactive or inconclusive.

Start of the data: the first ten compounds as a preview:
SMILES | GLP1R cytotox | DRD3 agonist | KB-3-1 cytotox | HT1080 IDH1KD tx | HT1080NT lethal | SW480 rerep | IL1B secr inh | MCF10A rerep | KB-V1 MDR tox
COc1ccc(CCNC(=O)C2CCCN(c3nc(C)cc(C)n3)C2)cc1 (stereo not given) | 0% | 4 | 0% | 8% | 16% | -13% | 13 | 5% | -16%
Cc1cc(C)n(-c2ccc(C(=O)Oc3ccc4c(c3)OCO4)cc2)n1 | -6% | 4 | 0% | 18% | 14% | -5% | -5 | -2% | 0%
COc1ccc(CNC(=O)CCNC(=O)N2CC(=O)Nc3ccccc32)cc1 | -12% | -3 | 4% | -1% | -9% | · | 22 | · | 3%
CCCc1nc2ccccc2c(=O)n1/N=C/c1ccc(O)c(O)c1 | -24% | 5 | ? | -12% | -8% | 9% | 33 | 2% | -24%
Cn1c(C(=O)NCCc2c[nH]c3ccccc23)cc2sccc21 | -10% | 0 | ? | -1% | -2% | -1% | -20 | 1% | 8%
Cc1nn(CC(=O)NCCCN2CCCC2=O)c(C)c1[N+](=O)[O-] | -9% | -8 | -5% | -16% | -1% | ? | -3 | 5% | -2%
CCOc1ccc(NC(=O)CN(C)C(=O)CC(NC(=O)c2ccccc2)c2ccccc2)cc1OCC (stereo not given) | -11% | 5 | 27% | -6% | 1% | 1% | -10 | 0% | -14%
COC(=O)c1c(C(C)=O)c(C)n(C)c1C | 3% | 9 | 12% | 6% | -1% | -7% | 7 | 6% | 8%
COc1ccccc1NC(=O)CSc1oc(-c2cccs2)nc1S(=O)(=O)c1ccccc1 | -2% | 11 | -9% | · | · | · | · | · | 7%
O=C(O)c1ccc(NN=Cc2cc(=O)[nH]c(=O)[nH]2)cc1 | -16% | 7 | 2% | 12% | 8% | -4% | 0 | -6% | 15%

The whole of this part, from the start:
SMILES | GLP1R cytotox | DRD3 agonist | KB-3-1 cytotox | HT1080 IDH1KD tx | HT1080NT lethal | SW480 rerep | IL1B secr inh | MCF10A rerep | KB-V1 MDR tox
COc1ccc(CCNC(=O)C2CCCN(c3nc(C)cc(C)n3)C2)cc1 (stereo not given) | 0% | 4 | 0% | 8% | 16% | -13% | 13 | 5% | -16%
Cc1cc(C)n(-c2ccc(C(=O)Oc3ccc4c(c3)OCO4)cc2)n1 | -6% | 4 | 0% | 18% | 14% | -5% | -5 | -2% | 0%
COc1ccc(CNC(=O)CCNC(=O)N2CC(=O)Nc3ccccc32)cc1 | -12% | -3 | 4% | -1% | -9% | · | 22 | · | 3%
CCCc1nc2ccccc2c(=O)n1/N=C/c1ccc(O)c(O)c1 | -24% | 5 | ? | -12% | -8% | 9% | 33 | 2% | -24%
Cn1c(C(=O)NCCc2c[nH]c3ccccc23)cc2sccc21 | -10% | 0 | ? | -1% | -2% | -1% | -20 | 1% | 8%
Cc1nn(CC(=O)NCCCN2CCCC2=O)c(C)c1[N+](=O)[O-] | -9% | -8 | -5% | -16% | -1% | ? | -3 | 5% | -2%
CCOc1ccc(NC(=O)CN(C)C(=O)CC(NC(=O)c2ccccc2)c2ccccc2)cc1OCC (stereo not given) | -11% | 5 | 27% | -6% | 1% | 1% | -10 | 0% | -14%
COC(=O)c1c(C(C)=O)c(C)n(C)c1C | 3% | 9 | 12% | 6% | -1% | -7% | 7 | 6% | 8%
COc1ccccc1NC(=O)CSc1oc(-c2cccs2)nc1S(=O)(=O)c1ccccc1 | -2% | 11 | -9% | · | · | · | · | · | 7%
O=C(O)c1ccc(NN=Cc2cc(=O)[nH]c(=O)[nH]2)cc1 | -16% | 7 | 2% | 12% | 8% | -4% | 0 | -6% | 15%
CCCCNS(=O)(=O)c1ccc(NC(=O)Cc2ccccc2[N+](=O)[O-])cc1 | 1% | 6 | -10% | -9% | -9% | -1% | 16 | 1% | ?
Cc1ccc(NC(=O)CN(C)C(C)C(=O)N2CC(C)CC(C)C2)cc1 (stereo not given) | -2% | -4 | -12% | -2% | 2%[9.24 µM] | -23% | 0 | -5% | -9%
O=C(OCn1nnc2ccccc2c1=O)c1ccc(F)c(S(=O)(=O)N2CCOCC2)c1 | -30% | -1 | 0% | 0% | 9% | · | 5 | · | 10%
O=C1CN(C(=O)COC(=O)c2cccnc2Cl)c2ccccc2N1 | 19%[7.66 µM] | 3 | -6% | 16% | 0% | -1% | 6 | 0% | -11%
CCOC(=O)c1c(NC(=O)Cn2nc(C(F)(F)F)cc2C)sc(C)c1C | 8% | -6 | -1% | -3% | -4% | 6% | 17 | -5% | -4%
O=C(NCC(c1cccnc1)N1CCc2ccccc21)C(=O)Nc1ccccc1F (stereo not given) | 17% | 0 | -4% | · | · | · | · | · | -8%
Cc1ccc(CNC(=O)CCc2ccc(S(=O)(=O)NCC(C)C)cc2)cc1 | 22% | -7 | -3% | -11% | -18% | -6% | -16 | 5%[9.22 µM] | ?
CCN(CC)S(=O)(=O)c1ccc(-c2nnc(SCC(=O)Nc3nnc(C)s3)n2CC)cc1 | 13% | 1 | ? | -5% | -3% | -2% | 19 | 8% | ?
C/C(=N\NC(=O)c1ccc(CN(C)S(=O)(=O)c2ccc(C)cc2)cc1)c1ccc(OC(F)F)cc1 | -14% | 9 | 10µM* | -29% | -18% | -16% | 31 | ? | 2.6µM*
COc1ccc(C2=CC(c3ccc(Cl)cc3)n3cnnc3N2)cc1OC (stereo not given) | · | 0 | -11% | -2% | -7% | 19% | 16 | 8% | -15%
CCCCn1nc(C(=O)Nc2ccc3c(c2)OCO3)c2ccccc2c1=O | -10% | -1 | 13% | -12% | 0% | 5% | -58* | 19% | ?
CC(=O)Nc1ccc(OC(=O)c2cccnc2)cc1 | -5% | -2 | 2% | 10% | 23% | -4% | 23 | -3% | 4%
S=C(Nc1ccccc1)Nc1nccs1 | ? | -4 | -1% | -5% | 0% | 16% | -10 | -4% | -2%
COc1ccc(NC(=O)c2ccc(S(=O)(=O)C(F)F)cc2)c(OC)c1 | -8% | 1 | -1% | -2% | -12% | ? | -3 | 2% | -15%
O=C(Nc1ccccc1SC(=O)c1ccccc1)c1ccccc1 | -4% | 3 | -7% | -12% | 3% | · | 20 | · | -14%

Continuation:
SMILES | GLP1R cytotox | DRD3 agonist | KB-3-1 cytotox | HT1080 IDH1KD tx | HT1080NT lethal | SW480 rerep | IL1B secr inh | MCF10A rerep | KB-V1 MDR tox
CC(C)OCCCN(C)C1CCN(S(=O)(=O)c2ccc(-c3cc(C(F)(F)F)no3)s2)CC1 | -5% | -8 | 16µM* | -1% | -12% | 15µM* | ? | 15% | 9.2µM*
CCOC(=O)C1(Cc2cccc(OC)c2)CCN(Cc2csc(C(C)=O)c2)CC1 | 4% | -8 | -8% | -9% | -9% | -8% | -8 | 8.2µM* | ?
CC(Cc1ccccc1)C(=O)N(C)Cc1ccccc1 (stereo not given) | ? | -13 | ? | -14% | -2% | 2% | -1 | 2% | -17%
CCn1ncc(Br)c1C(=O)Nc1ccc(F)c([N+](=O)[O-])c1 | ? | -13 | 19% | 16% | 5% | -3% | -97* | ? | -7%
CCCCCCN1C(=O)CC(NC(=O)OCC2c3ccccc3-c3ccccc32)C/C=C\C1C(C)C (stereo not given) | 1% | -10 | ? | -19% | -14% | 12% | -5 | 15% | ?
O=C(Nc1ccc(Br)cn1)c1ccc([N+](=O)[O-])o1 | -15% | -1 | 13% | 10µM* | ? | ? | -155* | 4.1µM* | -29%
CCCCOc1ccc(S(=O)(=O)Nc2ccc(NC(C)=O)cc2)cc1 | -7% | 0 | ? | -12% | -1% | -3% | 15 | 19% | 21µM*
COc1ccccc1N1CCN(C(=O)CCCn2c(=S)[nH]c3ccccc3c2=O)CC1 | 6% | 4 | -8% | 0% | 6% | · | -7 | · | ?
Cc1ccc(S(=O)(=O)N(CCO)Cc2cc3ccc(C)c(C)c3[nH]c2=O)cc1 | -19% | -4 | -21% | -20% | -19% | 0% | -6 | 14% | 16µM*
COc1ccc2[nH]c3c(=S)nc[nH]c3c2c1 | -8% | 2 | -10% | 0% | 12% | ? | -2 | 6% | -29%
CC(=O)NCCc1ccc(S(=O)(=O)N2CCOCC2)cc1 | 2% | 10 | 16% | 1% | 5% | -1% | 12 | -2% | -1%
Cc1cc(C)cc(NC(=S)NCCN(C2CCCCC2)C2CCCC2)c1 | ? | -19 | ? | -3% | -6% | 100% | -3 | 1% | -13%
CCC1CCCCN1CCCNC(=O)c1cc2c(Cl)nc3ccc(C)cc3c2s1 (stereo not given) | 15% | -15 | -11% | · | · | · | · | · | 0%
OCC[C@@H]1C[C@H](O)[C@@H](O)[C@]2(OCc3ccc(CO)cc32)O1 | -12% | -15 | 0% | 25% | 29% | · | 3 | · | 0%
Cn1nc(C(F)(F)F)c(-c2ccc(F)cc2)c1NC(=O)CSCC(=O)O | 22% | -2 | 13% | 9% | 8% | -9% | 7 | 0% | -3%
CC1(Cc2ccc(F)cc2)C(=O)Nc2c(Cl)cccc21 (stereo not given) | 3% | -4 | 0% | 10% | ? | · | 119 | · | 6%
CN(CC(=O)Nc1ccc(Cl)c(C(F)(F)F)c1)C(=O)c1ccc2c(c1)OCCO2 | 13% | 3 | -1% | 5% | 5% | 3% | -17 | 10% | -2%
CC(C)c1ccc(NC(=O)CCNC(=O)Cn2ccc3ccccc3c2=O)cc1 | -1% | -5 | -4% | -12% | -26% | -3% | 18 | -21% | 11%
O=C(c1cc2ccccc2oc1=O)N(Cc1ccco1)Cc1cccs1 | -8% | -8 | -3% | 1% | 6% | 0% | -25 | ? | 5.2µM*

Hits appear at their usual frequency; overall some 11% were active at least once.
